High-throughput results from PubChem.
SUMO HTRF inh: inhibitors of human SUMOylation (UBC9). hit rate 0.36% among 290,000. HTRF SUMOylation assay, SAE1/SAE2 + UBC9, in vitro. inhibition, % at 35 µM. P63279; in the data active = inhibition above about 50%, passing the limit was not always enough; also: strong numbers were not always called active
Target sequence (P63279 whole entry, looked up): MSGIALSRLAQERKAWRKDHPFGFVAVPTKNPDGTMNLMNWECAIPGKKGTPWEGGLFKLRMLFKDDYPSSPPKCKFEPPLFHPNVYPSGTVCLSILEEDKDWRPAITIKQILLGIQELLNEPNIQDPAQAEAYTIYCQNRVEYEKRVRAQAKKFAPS
NS3 helicase inh: inhibitors of Hepatitis C virus NS3 helicase; NS3 helicase DNA unwinding, Cy5 molecular beacon fluorescence; inhibition, % at 10.9 µM; hit rate 0.56% among 290,000; AID 1800;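 active = inhibition above the mean of all tested compounds plus 3 SD, set per campaign, cut at about 35% in these data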;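 also: 0% = DMSO wells and 100% = thioflavine S control wells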
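Control set: DMSO versus 110 µM thioflavine S; Material: NS3 helicase fragment of HCV; Measured by: Cy5 fluorescence at 0 and 60 min, beacon hairpin quenching; Read-out basis: percent inhibition from t60/t0 fluorescence ratio; Times: reaction time 60 min, 25 °C; Repeats: single replicate; Compound dosing: single dose, 10.9 µM nominal final, DMSO 0.8% final.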
GalR3 antag: blocks the human galanin receptor 3 | hit rate 0.44% among 360,000 | inhibition, % at 3 µM | HEK293 GalR3-CNG cAMP membrane potential fluorescence; galR3 body fused to GalR1 C-terminus | AID 651719 | O60755;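 active = inhibition above the screen-wide average plus 3 SD, cut at about 13% in these data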;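 also: forskolin and galanin both at EC90 stimulate the cells; cAMP rise reported by CNG channel membrane potential dye signal; 0% = forskolin plus galanin with DMSO and 100% = forskolin alone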
Target sequence (O60755 1-299 limits assumed): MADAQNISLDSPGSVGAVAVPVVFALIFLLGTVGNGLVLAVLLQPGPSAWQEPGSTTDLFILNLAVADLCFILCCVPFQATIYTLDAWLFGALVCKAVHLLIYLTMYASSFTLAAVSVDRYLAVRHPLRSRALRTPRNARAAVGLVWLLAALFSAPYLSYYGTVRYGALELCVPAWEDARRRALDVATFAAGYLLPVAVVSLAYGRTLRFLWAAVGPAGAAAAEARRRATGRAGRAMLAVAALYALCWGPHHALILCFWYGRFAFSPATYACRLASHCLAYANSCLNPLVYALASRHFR
MEKK2 WT-MEK5: raises or lowers MEK5 binding to wildtype human MEKK2 PB1 domain; Q9Y2U5; bead flow cytometry, Alexa488-MEK5 binding to MEKK2 WT; actives lie on both sides; binding response (% of control), % at 10 µM; hit rate 1.1% among 290,000; in the data active = binding response below about 67% or above about 130%
MEKK2mut PB1 HTS: signal of MEK5 binding to mutant human MEKK2 PB1 domain; hit rate 0.35% among 290,000; percent response, % at 10 µM; bead flow cytometry, Alexa488-MEK5 binding to MEKK2 mutant; in the data active = percent response above about 24%, passing the limit was not always enough; also: inactives centre near 1; some results filed as inactive read as strong as hits
DNA FID counter: counter-screen for HCV NS3 helicase inhibitors: DNA intercalator displacement | DNA fluorescent intercalator displacement, fluorescence | inhibition, % at 7.9 µM | hit rate 0.17% among 290,000 | AID 1845; in the data active = inhibition above about 37%;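 also: 0% = vehicle and 100% = reference compound; higher means more ethidium bromide displaced from hairpin DNA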
CRFBP-R2 block: CRF-BP/CRF-R2 complex antagonism. HEK293 CRF-R2/CRF-BP, CRF-induced calcium fluorescence. inhibition, % at 11.8 µM. hit rate 0.59% among 350,000. AID 588475;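 active = inhibition of the ligand-induced calcium signal above about 50% at the single tested concentration, limit read from the data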
CRFBP-R2 agonist: CRF-BP/CRF-R2 complex agonism; AID 588473; HEK293 CRF-R2/CRF-BP, calcium dye fluorescence (FLIPR); percent of saturating CRF peptide response; activation, % at 13.2 µM; hit rate 0.46% among 350,000;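 active = activation of at least 50%, plus an integration ratio under a set limit after plate pattern correction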;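 also: plate controls were neutral control wells without compound for no effect and CRF at EC100 for full effect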
MEKK3 PB1 HTS: modulators (inhibitors or enhancers) of MEK5 binding to human MEKK3 PB1 domain; AID 1529; hit rate 1.4% among 290,000; binding response (% of control), % at 10 µM; bead-based flow cytometry, Alexa488-MEK5 binding to MEKK3; actives lie on both sides; 0 = blocked by unlabeled MEK5, 100 = vehicle;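 active = binding response more than 3 SD above or below the average of its plate-row segment, actives on both sides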;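 also: Alexa488 bead fluorescence after subtracting the streptavidin-only scavenger bead signal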
Target sequence (Q99759 whole entry, looked up, the tested form may be a part): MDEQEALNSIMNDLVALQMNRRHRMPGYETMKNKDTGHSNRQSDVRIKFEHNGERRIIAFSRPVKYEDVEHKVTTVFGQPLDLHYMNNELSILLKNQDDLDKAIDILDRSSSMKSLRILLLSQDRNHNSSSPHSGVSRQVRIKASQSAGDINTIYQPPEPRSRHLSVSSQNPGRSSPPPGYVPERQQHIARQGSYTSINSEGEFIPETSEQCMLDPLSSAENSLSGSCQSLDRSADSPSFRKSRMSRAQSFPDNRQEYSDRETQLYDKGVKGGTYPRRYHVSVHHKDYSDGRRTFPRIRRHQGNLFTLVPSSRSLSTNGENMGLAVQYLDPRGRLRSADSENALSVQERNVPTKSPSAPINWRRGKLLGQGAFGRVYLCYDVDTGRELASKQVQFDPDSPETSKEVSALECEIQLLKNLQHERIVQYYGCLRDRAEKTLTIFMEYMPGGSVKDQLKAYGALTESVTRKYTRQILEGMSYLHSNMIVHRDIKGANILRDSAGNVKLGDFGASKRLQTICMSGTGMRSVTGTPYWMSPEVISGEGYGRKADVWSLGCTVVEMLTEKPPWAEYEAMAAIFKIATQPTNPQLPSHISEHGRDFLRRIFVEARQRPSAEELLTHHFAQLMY
An asterisk follows results filed as active; . = not tested or not shown; [ ] = remark or other dose.

SMILES	SUMO HTRF inh	NS3 helicase inh	GalR3 antag	MEKK2 WT-MEK5	MEKK2mut PB1 HTS	DNA FID counter	CRFBP-R2 block	CRFBP-R2 agonist	MEKK3 PB1 HTS
COc1ccc(N2CCN(C(=O)c3ccc4c(=O)n(CC5CCCO5)c(=O)[nH]c4c3)CC2)cc1 (stereo unspecified)	13	5	0	104	1	-11	-29	-0.9	101
Cn1c(=O)oc2cc(S(=O)(=O)NCc3ccccc3)ccc21	2	3	-10	98	1	-4	9	-0.8	98
COc1ccc(C=NCC2COc3ccccc3O2)cc1OC (stereo unspecified)	-12	9	-10	103	3	1	20	-1.4	77
NS(=O)(=O)c1ccc(CCNC(=O)c2coc3ccccc3c2=O)cc1	8	0	8	106	2	-4	7	-0.5	105
ON=C1/C(=N\O)CC2(C/C1=N/O)OCCO2	7	2	-10	81	1	-3	4	-0.3	99
Cc1ccc(N(CC(=O)NCc2ccccc2)C(=O)c2csnn2)c(C)c1	-2	0	-8	106	4	-20	10	-0.9	104
CCOc1ccc(OCC)c(NC(=O)CCS(=O)(=O)c2ccc(C)cc2)c1	-1	3	-8	106	5	-26	11	-2.1	103
Cc1ccc(NC(=O)CCc2c(C)nn(-c3ccc(N4CCOCC4)nn3)c2C)cc1	3	1	-2	96	2	-42	-1	-2.6	98
CCO[C@H]1OC(C(N)=O)=C[C@@H](C)[C@@H]1CCCO	17	-1	-2	110	9	0	9	-2.5	104
COc1ccc(CCNC(=O)CSc2n[nH]c(N)n2)cc1	-6	9	0	93	0	-4	5	-0.7	99
Cc1ccc(NC(=O)CC2NCCN(Cc3ccccc3)C2=O)cc1 (stereo unspecified)	1	-1	-2	102	-1	-3	-5	-1.1	102
CC1CCN(C(=O)c2cc(Cl)nc3ccccc23)CC1	-11	0	0	101	0	-4	-10	-1.8	105

Quoted at random: 3 compounds from above, in no set order.
SMILES	SUMO HTRF inh	NS3 helicase inh	GalR3 antag	MEKK2 WT-MEK5	MEKK2mut PB1 HTS	DNA FID counter	CRFBP-R2 block	CRFBP-R2 agonist	MEKK3 PB1 HTS
ON=C1/C(=N\O)CC2(C/C1=N/O)OCCO2	7	2	-10	81	1	-3	4	-0.3	99
Cc1ccc(NC(=O)CCc2c(C)nn(-c3ccc(N4CCOCC4)nn3)c2C)cc1	3	1	-2	96	2	-42	-1	-2.6	98
Cc1ccc(N(CC(=O)NCc2ccccc2)C(=O)c2csnn2)c(C)c1	-2	0	-8	106	4	-20	10	-0.9	104

Other structures:
SMILES	SUMO HTRF inh	NS3 helicase inh	GalR3 antag	MEKK2 WT-MEK5	MEKK2mut PB1 HTS	DNA FID counter	CRFBP-R2 block	CRFBP-R2 agonist	MEKK3 PB1 HTS
OCCOCCOc1cccc2[nH]ccc12	-4	-2	-8	99	-5	0	10	0.7	100
Cc1ccc(C(=O)NNC(=O)c2cc(OCC(F)(F)F)ccc2OCC(F)(F)F)cc1	21	-2	-4	101	1	-12	2	-0.5	100
CSc1nc2sc3c(c2c2nnnn12)CCCC3	6	-5	-8	99	4	0	-18	-0.3	98
O=C(Nc1ccc(C(=O)N2CCN(c3ccc(Cl)cc3)CC2)cc1)C1=CSCCO1	.	-20	-5	91	-4	-26	-18	-0.2	97
CCN1CCc2c(sc(NC(=O)c3ccc4ccccc4c3)c2C(N)=O)C1	15	-38	-8	129	15	29	.	.	97
O=C(N/N=C/c1cn(Cc2ccccc2)c2ccccc12)c1cc(O)cc(O)c1	12	-5	0	82	-6	-17	-7	-0.3	94
Cc1cc(C)cc(C(=O)NCCn2cc(SCC(=O)N3CCOCC3)c3ccccc32)c1	20	-3	.	105	6	-26	6	-1.1	108
NS(=O)(=O)c1ccc(CCNC(=O)CSc2cccs2)cc1	-2	3	-2	100	0	2	-2	-2.1	100
CN1C(C(=O)Nc2ccc(F)cc2F)=CC(c2ccco2)=NS1(=O)=O	1	18	0	104	3	-4	7	-3.3	102
O=C1S/C(=C/c2ccccc2)C(=O)N1CC(O)Cn1c2ccccc2c2ccccc21 (stereo unspecified)	6	-5	0	91	-1	1	-26	0.7	75*[inhibitor]
COc1ccc2nc3oc(C(=O)NCc4cccs4)cc3cc2c1	15	-5	-1	128	9	-6	26	13	112
CSc1ccccc1C(=O)Nc1ncn[nH]1	16	-8	1	108	8	-5	8	-0.1	105
CCOC(=O)c1ccc2ncc(C(=O)OCC)c(NCCCN3CCOCC3)c2c1	8	12	-1	.	.	19	-4	-0.8	.
Clc1ccc(OC2CCN(Cc3nc(CC4CC4)no3)CC2)cc1	2	3	-5	101	-4	-16	-15	-3.4	109
CCCOc1cc(C)c(S(=O)(=O)n2ccc(C)n2)cc1C	-1	-8	-2	85	-19	-18	17	3.1	76
Cc1ccc(-n2ncc3c(N4CCCC(C)C4)ncnc32)c(C)c1 (stereo unspecified)	3	.	1	93	7	.	10	-2.9	96
NC(=O)c1c(NC(=O)c2ccc(F)cc2)sc2c1CCC2	14	3	-5	113	13	3	-3	-0.3	110
CCn1c(CNC(=O)c2ccco2)nnc1SCCOc1ccccc1	2	2	-7	102	-3	-23	3	-0.2	103
Cc1ccc(NC(=O)CN(C)C(=O)c2ccc(C(F)(F)F)cc2)cc1	-8	1	-4	92	-3	2	-5	1.7	91
O=C(NCCCN1CCCC1=O)c1cccs1	11	4	-4	.	.	-2	-44	28	.
Cc1cc(NC(=O)c2ccc3c(c2)OCCO3)ccc1NC(=O)c1cc2ccccc2o1	23	9	1	100	-2	-5	-7	3.2	110
CCN1C(=O)c2cccc3c(N)ccc1c23	93	.	3	100	2	.	15	1.2	101
COc1ccc(/C=C(/NC(=O)c2ccc(C)cc2)C(=O)NCC2CCCO2)cc1 (stereo unspecified)	17	8	-3	102	2	-18	13	-1.1	103
O=C(CN1C(=O)CSc2ccc(S(=O)(=O)N3CCOCC3)cc21)N1CCCCC1	.	0	-7	107	2	-16	50	1.7	102
Cc1n[nH]c(C)c1N1C(=O)c2cccc3cc(Br)cc(c23)C1=O	16	1	-2	98	0	-8	5	-3.0	96
CCCCC1(CO)C(=O)N(c2ccccc2)N(c2ccccc2)C1=O	6	-9	-4	59	-21	-7	2	-1.7	55
Cc1cccc(NC(=S)N(CCCN2CCOCC2)Cc2ccccn2)c1	-3	5	-8	90	-2	-6	10	-2.5	87
O=C(Nc1c[nH]c(=O)[nH]c1=O)c1cccc(F)c1	16	-12	1	106	6	-3	-7	1.4	108
O=C(NCc1ccco1)C1Cc2ccccc2CN1C(=O)c1ccco1 (stereo unspecified)	-1	11	2	84	-10	-6	-6	-0.7	95
C=CCNc1nc(-c2cc3ccccc3o2)cs1	-12	-5	-12	110	19	-3	-1	0.0	102
COC(=O)C1=C(C)NC(=O)CC1c1cc(Br)ccc1F (stereo unspecified)	-15	-11	-6	102	9	-6	14	-0.6	102
Cc1nn(CCC#N)c(NC(=O)c2ccccc2)c1P(=O)(Nc1ccc(Br)cc1)N1CCOCC1 (stereo unspecified)	-5	6	-4	92	-10	-22	-10	-0.3	104
CCc1cccc(C)c1NC(=O)CCCSc1nc2ccccc2s1	-15	-6	-5	93	-4	-34	-4	0.7	91
COc1ccc(CN2CC(C(=O)NCCC3=CCCCC3)CC2=O)cc1 (stereo unspecified)	19	4	-7	102	6	-24	20	-1.1	101
COc1ccc(OCc2cnc(Cl)s2)cc1	16	10	0	98	5	-5	-1	-1.5	95
COCCCn1c(SCC(=O)NCc2ccco2)nc2sc3c(c2c1=O)CCC3	-6	1	-3	102	-2	-8	-9	-1.8	103
O=C(CNS(=O)(=O)c1ccc(Br)s1)NC1CCCc2ccccc21 (stereo unspecified)	-3	4	4	96	-4	-9	-14	-1.5	95
C=CCOc1ccc2c(CC)cc(=O)oc2c1C	-4	-7	-2	98	0	-6	38	-0.2	100
NC(=O)CCn1cnc2ccccc21	18	-4	-4	96	-7	-2	10	-0.8	94
COc1cccc(Nc2ccccc2C(=O)O)c1	-14	15	-4	100	3	-2	-12	-3.3	103
CCN1CCN(C(=O)/C=C/c2ccc3c(c2)OCO3)CC1	22	-3	-2	85	-13	11	7	-1.1	88
O=C(O)CN1C(=O)/C(=C\c2cc(Br)ccc2OCc2ccc(Cl)cc2Cl)SC1=S	32	76*	.	94	-6	35	13	2.1	101
C=C(C)[C@@H]1CC=C(CN2CCC(N3CCC(C(=O)N4CCCC4)CC3)CC2)CC1	-10	-24	20*	142*	31	18	2	-0.3	94
Nc1c(C(=O)NC2CCCC2)c2nc3ccccc3nc2n1/N=C/c1ccco1	21	10	.	101	-1	-2	-11	2.0	105
COc1ccc2c(CC(=O)OCC(=O)Nc3sc4c(c3C#N)CCC(C)C4)coc2c1 (stereo unspecified)	-17	5	-1	107	0	-1	-30	2.1	103
CCc1nnc(NC(=O)CN2CCN(Cc3ccccc3Cl)CC2)s1	-2	-2	-3	106	3	-13	-19	0.3	105
C1=C(CCNCC2CCCCC2)CCCC1	0	6	-8	.	.	4	-13	0.1	.
OC(COc1ccc(OCC(O)CN2CCCCC2)cc1)CN1CCCCC1 (stereo unspecified)	5	11	-7	97	-3	14	6	3.0	97
O=C(NN1C(=O)C2C3C=CC(C4CC34)C2C1=O)c1ccc(Cl)cc1Cl (stereo unspecified)	7	-6	-2	103	1	-3	-5	2.0	102
O=C(Cc1ccccc1F)NC1CCSc2ccccc21 (stereo unspecified)	10	10	-2	106	5	-7	15	-0.9	102
CCc1cccc(NC(=O)c2ccc(CNc3c(N4CCCC4)c(=O)c3=O)cc2)c1	26	-2	-3	98	-2	-5	1	-3.6	101
COc1ccc(CC(=O)NC2CCN(CC(=O)N3CCCc4ccccc43)CC2)cc1OC	32	0	-5	97	-3	-4	-2	0.8	102
COc1cccc2c(=O)n(CC(=O)N3CCCCC3)ccc12	7	3	.	105	10	0	-23	-0.8	103
O=C(NCCCN1CCCC1=O)Nc1ccccc1F	14	-2	-1	113	8	0	1	0.0	108
Cc1ccc(NC(=S)N=Nc2c(O)n(C)c3ccc(S(=O)(=O)N4CCOCC4)cc23)cc1	-26	5	-4	97	-1	0	-18	-1.6	113
Cc1cc(C)nc(Nc2n[nH]c(COc3ccc(Cl)cc3)n2)n1	21	-3	-3	105	3	-4	-16	6.5	105
Nc1[nH]ncc1C(=O)Nc1cccc(C(F)(F)F)c1	2	-2	-3	87	-4	1	3	-0.9	85
N#CCSc1nc2ccccc2c(=O)n1CCC(=O)NC1CCCCC1	18	-6	-4	96	-2	0	-15	-0.1	103
O=C(NCc1nnc(SCC(=O)N2CCCC2)o1)c1ccco1	5	-7	-3	94	-2	-1	-6	-1.4	94
O=C(OCC(=O)N1CCN(Cc2ccccc2)CC1)c1ccc(Cl)cc1	21	5	-4	6.0*[inhibitor]	-42	-27	-11	-0.5	4.0*[inhibitor]

(next part)
SMILES	SUMO HTRF inh	NS3 helicase inh	GalR3 antag	MEKK2 WT-MEK5	MEKK2mut PB1 HTS	DNA FID counter	CRFBP-R2 block	CRFBP-R2 agonist	MEKK3 PB1 HTS
Cc1sc2c(c1C)C(=O)NC(c1ccccc1F)N2 (stereo unspecified)	15	0	-3	98	-4	-8	-5	0.5	96
CCC(C(=O)NC1CC(C)(C)NC(C)(C)C1)c1ccccc1 (stereo unspecified)	-23	-1	-14	108	2	2	5	2.4	103
O=C(NC1CC1)c1cccc(Nc2ccc(-c3ccc4c(c3)OCCO4)nn2)c1	7	-1	-7	112	6	-20	-12	-2.3	103
S=C(NCc1cccnc1)Nc1ccc(Oc2ccccc2)cc1	16	-4	-3	91	-9	-11	2	-0.1	92
O=C(COc1ccccc1)N/N=C/c1sc(=O)n(Cc2cccc(C(=O)O)c2)c1Cl	17	30	-1	102	5	-36	-11	0.4	101

These rows are one share of the data, so the mix of outcomes need not match the whole.
